IL2 activator: IL-2 activation; IL-2 activation reporter assay, cell-based qHTS; stimulated with anti-CD3/CD4/CD28 beads; in transgenic mouse T cells; activation, % (series mostly up to about 46 µM); 360,000 compounds, 0.065% hits; AID 652025; in the data active = activation above about 50%; inconclusive = mostly about 30% to 49%; note: 0% is about no effect
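Unstimulated transgenic mouse T cells preincubated 60 min with compound, then stimulated with anti-CD3/anti-CD4-coated beads plus anti-CD28 for 18 h at 37 degrees C. IL-2 response read as EGFP and DsRed fluorescence by plate cytometry.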
Nrf2 block: inhibitors of Nrf2 signaling; A549 ARE-Fluc reporter, luciferase luminescence, 18-24 h; Potency, µM (top dose mostly 46 µM), for the others: at the highest dose activity change, negative = inhibition, most hits filed as inhibitors; 360,000 compounds, 2.1% hits; note: potency is the fitted concentration of half-maximal effect; % is set by controls: 0 for no effect and ±100 for the full control effect; nearly all actives have a fitted effect of over 60% in size
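Concentration-response testing used A549 ARE_Fluc cells at 5000 cells/well. Following an 18-24 h compound incubation, viability was read by fluorescence (Ex 405/Em 525) and luciferase output by luminescence.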
A549 tox: counter-screen for Nrf2 inhibitors: cytotoxicity in A549 cells. A549 ARE-Fluc cells, CellTiter-Fluor viability, 18-24 h. Potency, µM (series often up to 46 µM), inactives show at the highest dose activity change, negative = cytotoxicity, most hits filed as inhibitors. 390,000 compounds, 0.16% hits. AID 504648; note: potency is the fitted concentration of half-maximal effect; % is set by controls: 0 for no effect and ±100 for the full control effect
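Cytotoxicity counterscreen: CellTiter-Fluor fluorescence was measured in A549 ARE_Fluc cells after 18-24 h of compound exposure in a concentration series. The subsequent BugLite luminescent read reports ARE-luciferase activity.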
HepG2 tox: kills HepG2 cells in TGF-b inhibitor counter-screen; HepG2 CAGA-GFP viability, ATP luminescence, 18 h; Potency, µM (doses to about 46.1 µM), for the others: at the highest dose activity change, negative = cytotoxicity, hits mostly cytotoxic; 410,000 compounds, 0.76% hits; note: potency is the fitted concentration of half-maximal effect; some results filed as inactive show a strong effect at the top dose
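CellTiter-Glo luminescence gave cytotoxicity after 18 hours at 37 degrees C. The cells were HepG2 CAGA-GFP in 1% FBS DMEM, stimulated with 500 pg/mL TGF-beta after compound addition. %Activity was normalised to no-cell wells (complete cell-killing) and DMSO (no toxicity), and curves were fitted and classified.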
ATXN2 expr inh: reduces ATXN2 reporter expression in HEK-293 cells; 360,000 compounds, 0.72% hits; HEK-293 ATXN2-luciferase reporter, luminescence, 24 h; AID 1745845; Potency, µM (titrated, usually from 57 µM), inactives show at the highest dose activity change, negative = inhibition, most hits filed as inhibitors; note: potency is the fitted concentration of half-maximal effect; % is set by controls: 0 for no effect and ±100 for the full control effect; nearly all actives have a fitted effect of over 55% in size
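ATXN2-luciferase reporter cells (luciferase flanked by upstream and downstream ATXN2 gene portions) were treated 24 h at 37 °C with compounds at up to 57 uM. SteadyGlo luminescence gave expression; GF-AFC fluorescence gave viability.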
TGFb inhibitor: inhibitors of TGF-b signaling | HepG2 CAGA-GFP TGF-b/SMAD3 reporter, GFP fluorescence, 18 h; TGF-beta stimulated, 500 pg/mL final | Potency, µM (top dose mostly 46.1 µM), for inactives: top-dose activity, negative = inhibition, most hits filed as inhibitors | 410,000 compounds, 1.2% hits; note: potency is the fitted concentration of half-maximal effect; % is set by controls: 0 for no effect and ±100 for the full control effect; nearly all actives have a fitted effect of over 65% in size
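GFP signal (ex488/em500-530) from TGF-beta-stimulated HEPG2 CAGA-GFP cells, 500 pg/mL final, 18 h at 37 degrees C in DMEM plus 1% FBS, normalized to unstimulated and DMSO-stimulated controls.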
EPAC2 ag: agonists of human EPAC2 (RAPGEF4); EPAC2 activation, biochemical qHTS; response scale: 100% = 6.5 mM cAMP response; Q8WZA2; Potency, µM (highest dose often 154 µM), inactives show at the highest dose activation, actives largely listed as activators; 360,000 compounds, 0.079% hits; AID 720711; note: potency is the fitted concentration of half-maximal effect; nearly all actives have a fitted effect of over 50% in size
Target sequence (Q8WZA2 whole entry, looked up): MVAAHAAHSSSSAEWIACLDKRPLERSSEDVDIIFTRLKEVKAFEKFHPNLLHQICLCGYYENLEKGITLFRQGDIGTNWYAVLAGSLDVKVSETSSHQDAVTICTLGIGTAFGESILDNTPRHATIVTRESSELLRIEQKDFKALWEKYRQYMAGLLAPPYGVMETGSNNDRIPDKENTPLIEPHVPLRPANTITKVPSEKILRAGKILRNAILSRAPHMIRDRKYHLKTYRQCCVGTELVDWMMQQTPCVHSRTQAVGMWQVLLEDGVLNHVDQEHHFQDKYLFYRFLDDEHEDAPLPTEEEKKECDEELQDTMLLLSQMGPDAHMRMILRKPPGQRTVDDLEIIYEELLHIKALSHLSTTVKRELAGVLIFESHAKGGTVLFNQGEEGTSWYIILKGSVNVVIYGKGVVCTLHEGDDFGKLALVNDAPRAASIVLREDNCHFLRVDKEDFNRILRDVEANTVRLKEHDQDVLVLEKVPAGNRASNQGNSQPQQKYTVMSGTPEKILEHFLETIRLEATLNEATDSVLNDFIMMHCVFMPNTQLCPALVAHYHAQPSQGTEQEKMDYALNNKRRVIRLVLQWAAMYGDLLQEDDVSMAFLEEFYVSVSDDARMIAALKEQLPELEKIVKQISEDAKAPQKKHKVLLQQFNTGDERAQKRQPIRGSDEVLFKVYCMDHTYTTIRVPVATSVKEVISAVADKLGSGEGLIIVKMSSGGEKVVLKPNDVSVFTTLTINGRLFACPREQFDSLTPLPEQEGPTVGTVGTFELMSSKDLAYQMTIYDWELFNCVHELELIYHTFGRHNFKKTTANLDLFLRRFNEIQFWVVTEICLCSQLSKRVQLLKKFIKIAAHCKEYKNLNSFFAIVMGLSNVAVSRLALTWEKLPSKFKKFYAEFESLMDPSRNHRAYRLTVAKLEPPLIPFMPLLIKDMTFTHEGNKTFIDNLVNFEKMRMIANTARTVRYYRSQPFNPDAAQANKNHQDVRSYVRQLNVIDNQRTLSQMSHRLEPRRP
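Guanine nucleotide exchange by EPAC2 is measured as reduced fluorescence of BODIPY-GDP once it is released from 250 nM Rap1B. Plates are read kinetically for 30 min at room temperature; results are scaled to 6.5 mM cAMP.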
Nrf2 activator: activators of Nrf2 (ARE) signaling. AREc32 ARE-luciferase reporter (MCF7-derived line), luminescence, 24 h. Potency, µM (doses to about 46.1 µM), inactives show at the top dose activation, most hits filed as activators. 410,000 compounds, 0.31% hits. AID 624171; note: potency is the fitted concentration of half-maximal effect; % of control where 0% means no effect; nearly all actives have a fitted effect of over 65% in size
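AREc32_Fluc, 1000 cells/well, OPTI-MEM + 5% FBS, o/n 37 deg C 5% CO2; 23 nL cpd by pin tool, 24 hr; Steady-Glo 30 min RT, luminescence.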
ATXN viability: cell viability loss in ATXN counter-screen. 400,000 compounds, 0.49% hits. AID 651635. Potency, µM (doses to about 56.7 µM), hits mostly cytotoxic. S2 cells (HEK-293 line with an ATXN2-luciferase reporter) viability, CellTiter-Fluor protease fluorescence, 24 h; note: potency is the fitted concentration of half-maximal effect; nearly all actives have a fitted effect of over 40% in size
Numbers without * were called inactive; i = inactive; ? = inconclusive; nt = no result given; & = joins results of further samples; [ ] = another dose, or the depositor's remark. Unless noted, calls come from the whole dose curve; as a rule, active = well fitted curve in the direction sought with a large enough effect; inconclusive = small, poorly fitted or top-dose-only effect, or another doubt; inactive = no such curve, though single readings can be large; an effect the other way counts as inactive or inconclusive. Outcome played no part in choosing rows; any-hit rate near 4.3%.

Each structure is followed by: IL2 activator, Nrf2 block, A549 tox, HepG2 tox, ATXN2 expr inh, TGFb inhibitor, EPAC2 ag, Nrf2 activator, ATXN viability
1) CCOc1ccc(N(C(C)C(=O)NN=C2CCCCCCC2)S(C)(=O)=O)cc1 (centres undefined)
  -0.5, 8%, 0%, 11%, 8%, 2%, 5%, -0.2%[9.22 µM], i
2) CCN(CC)c1ccc(S(=O)(=O)N2CCOCC2)cc1NC(=O)CN1CCN(Cc2ccccc2)CC1
  1.8, ?, -7%, -28%, nt, ?, 16%, 0.3%, ?
3) O=S1(=O)CC(N2CCC(c3ccccc3)CC2)CN1Cc1ccccc1 (centres undefined)
  -0.2, nt, nt, -16%, 8%, -26%, 12%, -0.7%, i
4) COc1ccnc(N2CCN(c3cccc(C(F)(F)F)c3)CC2)c1C#N
  -2.4, ?, -1%, -1%, -18%, -3%, 1%, 0.0%, i
5) O=C(CP(=O)(c1ccccc1)c1ccccc1)Nn1cnnc1
  3.0, nt, -3%, -5%, 2%, 2%, 8%, -0.5%, ?
6) CN1C(=S)SC(C)(C)C1NO (centres undefined)
  0.9, 7%, 20%, 3%, 2%, 19%, 4%, 0.2%, i
7) COc1cc(Cl)c(C)cc1NC(=O)CSc1nnc(CCC(=O)O)c(=O)[nH]1
  0.4, 12%, 4%, -7%, -10%, 8%, 9%, -0.2%, i
8) COC(=O)c1cc(Cl)c(NC(=O)c2cc(OC)c(OC)c(OC)c2)cc1OC
  -2.2, 5%, -11%[1.84 µM], -1%, 3%, 8%, 0%, 0.2%, i
9) N#C/C(=C\c1ccc(F)c(F)c1)C(=O)NC1CCCCC1
  1.2, -5%, 1%, -18%, -1%, 0%, 24%, 0.1%, i
10) CC(CCc1ccccc1)NC(=O)CNC(=O)N1CC(=O)Nc2ccccc21 (centres undefined)
  0.2, -1%, 5%, -11%, -1%, ?, 0%, -0.1%, i
11) COc1ccc(CNC(=O)/C=C/[C@H]2O[C@@H](n3ccc(=O)[nH]c3=O)[C@H](O)[C@@H]2O)cc1
  0.2, nt, nt, 2%, 5%, 1%, 9%, -0.5%, i
12) COCCn1c(SCC(=O)NNC(=O)c2ccccc2)nc2ccccc2c1=O
  -1.6, 1%, -2%, -23%, 3%, 4%, -7%, -0.4%, i
13) COc1ccc(-n2nnnc2CNC(=O)c2c(-c3ccccc3Cl)noc2C)cc1
  -2.6, nt, nt, -15%, nt, -3%, 2%, 0.3%, i
14) COc1ccc(S(=O)(=O)N(C)C[C@@H]2OCc3cnnn3CCCC(=O)N([C@H](C)CO)C[C@H]2C)cc1
  -2.3, nt, nt, -65%, 2%, ?, 13%, -1.1%, i
15) O=C(O)CCN(Cc1ccccc1)S(=O)(=O)c1ccc(Cl)cc1F
  2.8, -6%, 2%, -8%, 1%, -7%, -4%, 2.3%, i
16) CC1=C(C(=O)Nc2ccc(C)cc2C)C(c2cccc(Cl)c2)n2nc(C(=O)OC(C)C)nc2N1 (centres undefined)
  -0.4, -28%, -10%, -3%, ?, ?, -7%, -0.4%, ?
17) Cc1ccc(-c2cc(-c3c(C)nn(C)c(=O)c3N)[nH]n2)cc1
  0.6, -1%, -11%, 1%, -3%, -6%, 7%, 4.1%, i
18) CC(C)=CCc1c(O)cc2c(c1O)C(=O)CC(c1ccccc1)O2 (centres undefined)
  1.8, 4%, 1%, -16%, 0%, -20%, 5%, 12%, i
19) O=C(Cn1cnc2ccccc2c1=O)NCC(=O)N1CCOCC1
  5.4, 0%, 3%, -11%, nt, 0%, 6%, 1.6%, i
20) C=CCNC(=O)CSc1nnc(-c2cccs2)o1
  -0.6, nt, 0%, -1%, 1%, 16%, -14%, 0.0%, i
21) N=C1/C(=C\c2ccc(OC(=O)c3ccco3)cc2)C(=O)N=C2SC=NN12
  -2.0, ?, 2%, -4%, -20%[11.3 µM], -1%, 4%, 0.3%, i
22) COc1ccccc1C(CCNS(=O)(=O)c1ccc(C)cc1)c1ccco1 (centres undefined)
  -0.7, ?, 7%, -18%, nt, ?, 25%, 4.1%, i
23) COc1ccc(CNC(=O)CN(Cc2ccccc2Cl)C(=O)c2csnn2)cc1
  -1.0, 2%, 11%, 4%, 1%, 6%, 12%, 0.3%, i
24) COc1ccc(C(=O)NC2CCN(Cc3ccccc3)C2)cc1S(=O)(=O)N1CCOCC1 (centres undefined)
  0.8, 5%, 2%, -13%, 1%, 2%, 15%, -1.1%, i
25) Cc1noc(C)c1C(=O)OCC(=O)Nc1ccccc1SCC#N
  -0.5, 6%, 1%, 5%, 10%, 10%, 6%, 4.1%, i
26) CS(=O)(=O)N(Cc1ccccc1)c1ccc(C(=O)NN=C2CCCCCC2)cc1
  -1.0, -6%, -5%, -19%, -4%, -5%, 7%, -0.3%, i
27) S=C(N/N=C1\C2CN3CCN(C2)CC1(c1ccccc1)C3)Nc1ccccc1
  -0.3, 2%, 2%, -39%, -13%, ?, -4%, -0.7%[9.22 µM], i
28) CCc1ccc(-c2nn(CC(=O)NC3CCCCC3)c3c2cnc2ccc(OC)cc23)cc1
  nt, 11%, -1%, 3%, -6%, -3%, nt, 1.2%, ?
29) COc1ccc(-n2ccnc2SCC(=O)Nc2ccc(OC)cc2OC)cc1
  -1.6, nt, -23%, 6%, 2%, -3%, 8%, 0.3%, i
30) Cc1ccc(CN2CC(C(=O)Nc3ccc(F)c([N+](=O)[O-])c3)CC2=O)cc1 (centres undefined)
  1.5, -11%, -4%, -10%, nt, ?, 8%, 11%, i
31) Cc1ccc(CN2CCSc3ccc(C(=O)N4CCN(c5ncccn5)CC4)cc32)cc1
  -2.3, ?, -19%, 2%, -10%, 2%, 19%, -0.4%, i
32) O=S(=O)(c1cccs1)N1CN(C2CCCC2)c2nc3ccccc3nc21
  -1.2, ?, 2%, -32%, 3%, -7%, 12%, 0.7%, i
33) CCc1ccc(NC(=O)Cn2c(=O)n(CCCCC(=O)NCCc3ccccc3)c(=O)c3ccccc32)cc1
  nt, -1%, -2%, 1%, -6%, -13%, nt, 0.1%, i
34) COC(=O)C1Cc2c([nH]c3ccccc23)C(C)N1 (centres undefined)
  -1.8, 1%, 10%, -25%, -3%, 6%, 9%, 0.1%, i
35) Cc1cc(Br)c(OCc2ccc(C(=O)N/N=C/c3ccc[nH]3)cc2)c(Br)c1
  -0.7, 0.52µM*, 1.3µM*, -95%, -63%, 1.1µM*, 4%, 0.4%, ?
36) COc1ccc(C2C3=C(NCCN=C3c3ccccc3)C(=O)N2c2ccccc2)c(OC)c1 (centres undefined)
  0.9, -6%, -1%, 4%, 3%, 10%, -5%, -0.5%, i
37) NNC(=O)c1cc(C2CC2)nc2ccc(Br)cc12
  0.5, 3%, -1%, -3%, -17%, 0%, 11%, 4.1%, i
38) NS(=O)(=O)c1ccc(-c2ccc(/C=N/NC(=O)c3ccc([N+](=O)[O-])cc3)o2)cc1
  3.0, -15%, -1%, -19%, -8%, 7%, -5%, -2.7%, i
39) COc1ccc(CCN2C(=O)CC(C(N)=O)SC2=Nc2ccc(F)cc2)cc1OC (centres undefined)
  -2.6, 14%, 5%, -4%, -6%, 3%, -1%, -0.5%, i
40) C=CCN1CN(S(=O)(=O)c2cccs2)c2nc3ccccc3nc21
  0.6, nt, -6%, 3%, 30%[activator], 41%[activator], 4%, 4.0%, i
41) COC(=O)c1ccc(C)c(NC(=O)CSc2nc3[nH]c(=O)cc(O)c3s2)c1
  -0.5, 7%, -2%, -1%, nt, 26%, 11%, 0.3%, nt
42) COc1cccc(-c2nnc(SCc3nc4ccccc4s3)n2C)c1
  1.0, nt, -1%, -11%, 27%, 14%, -3%, 0.9%, i
43) O=C(Nc1ccc(Cl)cc1)c1csc([C@@H]2C[C@H](O)[C@@H](CO)O2)n1
  1.7, nt, nt, -11%, 20%, 14%, 2%, 4.6%, i
44) Cc1cnn(-c2cc(N/N=C/c3ccccc3)ncn2)c1
  0.1, 9%, -8%, 0%, -22%, 0%, -3%, 1.7%, ?
45) CCN(CC)C(=O)CSc1nnc(-c2cnccn2)n1-c1ccc(C)cc1
  -1.5, ?, -3%, 10%, 1%, 16%, -5%, 0.4%, i
46) Cc1cc(C)c(OCCN2CC(C)OC(C)C2)c(Br)c1 (centres undefined)
  -3.9, 2%, -1%, -18%, 0%, -3%, 5%, 0.1%, i
47) CCc1nc2ccc(C(=O)N3CCN(c4cccc(Cl)c4)CC3)cc2nc1CC
  -2.8, ?, 0%&13%, -13%&-22%, -17%, ?, 10%, -0.3%&0.7%, i
48) O=C(O)CCc1ccc(-c2cccs2)n1-c1ccc(C(=O)O)cc1
  0.2, 4%, -4%, 14%, 8%, -17%, 6%, 2.9%, i
49) CN(CC(=O)Nc1cccc2ccccc12)c1ccc(S(=O)(=O)N2CCOCC2)cn1
  -3.5, nt, -4%, 12%, 21%, -4%, 4%, -0.4%, i

3 of the entries above in order of the IL2 activator value, low to high:
no.	SMILES	IL2 activator
46	Cc1cc(C)c(OCCN2CC(C)OC(C)C2)c(Br)c1 (centres undefined)	-3.9
32	O=S(=O)(c1cccs1)N1CN(C2CCCC2)c2nc3ccccc3nc21	-1.2
42	COc1cccc(-c2nnc(SCc3nc4ccccc4s3)n2C)c1	1.0

Screens deposited in PubChem BioAssay by National Center for Advancing Translational Sciences (NCATS).
